Source: PubChem
14-3-3 PPI = modulators of human 14-3-3 gamma - Raf peptide interaction; P61981; FP, 14-3-3gamma / TMR-pS259-Raf peptide binding; inhibition, % at 40 µM; 160,000 compounds, 0.19% hits; AID 422; in the data active means inhibition above about 30%;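 further: 0% = protein plus tracer without compound and 100% = blank with tracer alone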
Target sequence (P61981 whole entry, looked up): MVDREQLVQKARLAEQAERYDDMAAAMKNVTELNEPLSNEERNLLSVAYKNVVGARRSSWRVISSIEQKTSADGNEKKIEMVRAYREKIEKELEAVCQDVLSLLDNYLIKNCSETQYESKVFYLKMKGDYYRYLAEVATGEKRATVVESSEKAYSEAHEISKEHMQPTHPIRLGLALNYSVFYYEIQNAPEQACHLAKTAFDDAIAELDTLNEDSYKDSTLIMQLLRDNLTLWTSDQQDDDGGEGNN
* hit, by the source's call; & = joins results of further samples. Not all compounds are listed; the hit share may differ from the screen's.

cpd	canonical_smiles	14-3-3 PPI
1	CC1SC(c2ccc(F)cc2)NC1=O (stereo unspecified)	-4
2	Cc1ccc(C)c(CN2C(=O)CSc3ccc(C(=O)N4CCCC4)cc32)c1	-4
3	CCn1c(SCc2nc(-c3ccc(OC)c(OC)c3)no2)nnc1-c1cccs1	1
4	Cc1ccc(C(=O)COC(=O)COc2ccc3ccccc3c2)cc1	-5
5	CCCCCOC(=O)C1=C(C)NC2=C(C(=O)CC(C)(C)C2)C1c1cccc(OC)c1OC (stereo unspecified)	4
6	O=C(OCC1CCCN2CCCCC12)c1ccc2c(c1)OCO2 (stereo unspecified)	-7
7	O=C(CCn1nc(-c2ccccc2)ccc1=O)NCCCN1CCCCCC1	-7
8	Cc1nc2ccc3[nH]snc3c2n1	3
9	O=C(COc1ccc(-n2cnnn2)cc1)NCCc1ccc(F)cc1	3
10	O=S(=O)(c1ccc(Br)s1)N1CCc2ccccc2C1	-11
11	Cc1ccc(N=C2NC(=O)C(CC(=O)Nc3ccccc3)S2)cc1 (stereo unspecified)	3
12	COCCCn1c(=N)c(C(N)=O)cc2c(=O)n3cccc(C)c3nc21	2
13	O=c1ccc2c(OCCCCc3ccccc3)c3ccoc3cc2o1	-7
14	O=C(O)CSCC(=O)Nc1ccc(S(=O)(=O)N2CCCCC2)cc1	-7
15	CCc1nc(-c2cc(OC)cc(OC)c2)cc2cc(OC)c(OC)cc12	-5
16	CCN(CC)c1ccc(C(=O)NCc2ccco2)cc1	-9
17	CC1CCN(Cc2cc([N+](=O)[O-])c(O)c3ncccc23)CC1	0
18	CCN(CC)C(=O)c1sc2nc3c(cc2c1N)CCCC3	-6
19	CCCCOCCCNC(=O)c1cccs1	-8
20	O=C(Nc1cccc(Cl)c1)c1ccc2c(=O)n(CCc3ccccc3)c(=S)[nH]c2c1	-2
21	Cc1ccc2ccccc2c1Cn1cc(-c2ccc([N+](=O)[O-])cc2)nc1SCC(=O)NC(C)(C)C	6
22	CC1CCCCN1C(=O)c1nn2c(C(F)(F)F)cc(-c3ccccc3)nc2c1Br (stereo unspecified)	4
23	CC(=O)c1c(C)[nH]c(C(=O)Nc2nccs2)c1C	-10
24	CCOC(=O)c1ccc(NC(=O)CN(C)S(=O)(=O)c2ccc(OC)cc2)cc1	2
25	CCCNc1nc(OCC(F)(F)F)nc(OCC(F)(F)F)n1	-2

Going on with the list.
cpd	canonical_smiles	14-3-3 PPI
26	CC(C)C(=O)Nc1cccc(C(=O)NCCc2ccc(S(N)(=O)=O)cc2)c1	1
27	CC1(C)CC(=O)C(C=Nc2ccc3c(c2)OCO3)=C(O)C1	5
28	O=C(Nc1ccccc1Br)c1cc(S(=O)(=O)N2CCN(c3ccccc3Cl)CC2)ccc1F	3
29	COc1cccc(C(=O)NCC2CCCO2)c1 (stereo unspecified)	-6
30	CC1=C(C(=O)Nc2nc3ccc(Br)cc3s2)C(c2ccccc2C)C2=C(CC(C)(C)CC2=O)N1 (stereo unspecified)	-1
31	Cc1ccc(C)c(N2CCN(C(=O)CCCCCn3c(=S)[nH]c4ccc(N5CCOCC5)cc4c3=O)CC2)c1	-5
32	Cc1csc(NC(=O)CN2CCCCCC2)n1	-5
33	COc1ccccc1C(NC(=O)C1CCCCC1)c1ccc2cccnc2c1O (stereo unspecified)	5
34	Cc1ccc(C)c(Cn2cccc2C#N)c1	-10
35	COC(=O)c1ccc([N+](=O)[O-])cc1S(N)(=O)=O	4
36	CC1CCCCN1CCCNC(=O)c1ccc2c(c1)NC(=O)CS2 (stereo unspecified)	2
37	Cc1ccc(S(=O)(=O)CCc2nnc(NC(=O)c3cccs3)s2)cc1	2
38	O=S(=O)(NCCSc1ccccn1)c1ccc(Br)cc1	-14
39	COCC(=O)Nc1cc(=O)n(C)c(=O)n1C	-1
40	COc1ccc2nc(SCC(=O)Nc3ccc(O)c(C(=O)O)c3)[nH]c2c1	-5
41	CCOCC(=O)Nc1cccc(OC)c1	-4
42	CCN(CC)c1ccc2oc(=O)c(C)nc2c1	-117
43	CCOC(=O)C1CCN(C(=O)c2ccc(N3CC4CC(C3)c3cccc(=O)n3C4)c([N+](=O)[O-])c2)CC1 (stereo unspecified)	0
44	CC1=C(C(=O)Nc2ccccc2)C(c2cccs2)n2nnnc2N1 (stereo unspecified)	-2
45	Cc1nc2sc(C(N)=O)c(N)c2c(-c2ccc(Br)cc2)c1C(=O)Nc1ccc(Cl)cc1	4
46	CC(C)(C)OC(=O)N1CCC(c2c(C(=O)O)cnn2-c2ccccc2Cl)CC1	2
47	O=c1c2sc3ccccc3c2[nH]c(=S)n1CCCN1CCOCC1	-4
48	Cc1ccc2nc(-c3cccnc3)c(Nc3ccc4c(c3)OCO4)n2c1	7
49	CCOC(=O)N1CCN(C(=O)CC(=O)Nc2ccc3nc4n(c(=O)c3c2)CCCCC4)CC1	-24
50	Oc1ccc(Cl)cc1C=Nc1ccc2nc(-c3cccc(F)c3)oc2c1	-58

Fetched by compound from above:
cpd	canonical_smiles	14-3-3 PPI
21	Cc1ccc2ccccc2c1Cn1cc(-c2ccc([N+](=O)[O-])cc2)nc1SCC(=O)NC(C)(C)C	6
14	O=C(O)CSCC(=O)Nc1ccc(S(=O)(=O)N2CCCCC2)cc1	-7
2	Cc1ccc(C)c(CN2C(=O)CSc3ccc(C(=O)N4CCCC4)cc32)c1	-4
33	COc1ccccc1C(NC(=O)C1CCCCC1)c1ccc2cccnc2c1O (stereo unspecified)	5
13	O=c1ccc2c(OCCCCc3ccccc3)c3ccoc3cc2o1	-7
44	CC1=C(C(=O)Nc2ccccc2)C(c2cccs2)n2nnnc2N1 (stereo unspecified)	-2
22	CC1CCCCN1C(=O)c1nn2c(C(F)(F)F)cc(-c3ccccc3)nc2c1Br (stereo unspecified)	4

More results:
cpd	canonical_smiles	14-3-3 PPI
51	COc1ccc(-c2nnc(NC(=O)c3cc(C)on3)s2)cc1	-12
52	Cc1ccc(C)c(N2C(=O)c3ccc(Br)cc3C2=O)c1	-1
53	Cc1cc(Br)cc(C)c1N1C(=O)C2C3C=CC(C3)C2C1=O (stereo unspecified)	4
54	C=CCn1c(=S)[nH]c2cc(C(=O)NCCCN3CCOCC3)ccc2c1=O	-1
55	COC(=O)c1cncc(C(=O)OC)c1	0
56	Clc1ccc2nc(-c3cccs3)c(Nc3ccc4c(c3)OCCO4)n2c1	4
57	O=C1CCCC/C1=C\Nc1ccccc1C(=O)O	-5
58	Cc1ccccc1NC(=O)c1cc(S(=O)(=O)Nc2cccc(F)c2)ccc1Cl	8
59	O=S(=O)(c1ccc2c(c1)OCCO2)N1CCN(c2nc3ccccc3s2)CC1	-6
60	CCOC(=O)CNC(=O)Cn1ncc2c(=O)oc3ccccc3c21	-34
61	CCOC(=O)C1=C(C)NC2=C(C(=O)C(C(=O)OCC)C(c3ccc(OC)cc3)C2)C1c1ccccn1 (stereo unspecified)	3
62	COc1ccc(C(=O)CC(=O)C(=O)Nc2ccc(C)cc2Cl)cc1	-6
63	COc1cccc(Nc2nnc(SCC(=O)N3CCOCC3)s2)c1	-13
64	Cc1nc2c(C(=O)NCCc3ccc(Cl)cc3)cnn2c(C)c1Cc1ccccc1	-4
65	CCn1c(SCC(=O)Nc2cc(NC(C)=O)ccc2OC)nnc1-c1ccncc1	-3
66	COc1ccccc1C(c1ccc(C)o1)c1ccc(C)o1	-8
67	CCC(=O)N1CCc2cc(Br)cc(S(=O)(=O)CCC(=O)NC3CCCc4ccccc43)c21 (stereo unspecified)	2
68	CC12CCC(c3c(C(=O)O)nn(-c4ccccc4)c31)C2(C)C (stereo unspecified)	2&7
69	CCOc1ccc(CCNC2CC(=O)N(c3ccc(Cl)cc3)C2=O)cc1OCC (stereo unspecified)	-11
70	Cc1nc(SCC(=O)N2CCCc3ccccc32)c2c(=O)n(C)c(=O)n(C)c2n1	1
71	N#Cc1c(NC(NC(=O)c2ccco2)(C(F)(F)F)C(F)(F)F)sc2c1CCCCC2	-40
72	O=C(O)c1cc2oc3ccccc3c3ccccc3oc2cc1C(=O)Nc1ccccc1Cl	-6
73	CC(=O)c1c(C)oc2ccc(NS(=O)(=O)c3ccc(O)c(C(=O)O)c3)cc12	-7
74	COc1ccc(C2C(C(=O)Nc3cc(C)c(Cl)cc3OC)c3ccccc3C(=O)N2C)cc1 (stereo unspecified)	-9
75	CCN(CC)S(=O)(=O)c1cc(C(=O)Nc2ccc(OC)cc2)ccc1Cl	-11

Other records follow.
cpd	canonical_smiles	14-3-3 PPI
76	COCCCN1C(=O)C(O)=C(C(=O)c2ccc(C)o2)C1c1cccc(Br)c1 (stereo unspecified)	6
77	O=[N+]([O-])c1cc(C(F)(F)F)ccc1NCCCN1CCOCC1	0
78	COc1cccc(-n2cc(C(=O)NCCC(=O)Nc3ccc(C(F)(F)F)cc3)c3ccccc3c2=O)c1	-3
79	CCOc1ccc(NC(=O)c2c(NC(=O)c3ccccc3F)sc3c2CCC3)cc1	-16
80	Cc1ccn2c(NC(=O)c3ccc(Cl)c([N+](=O)[O-])c3)c(-c3cccs3)nc2c1	-15
81	CCCn1c2ccccc2c2nnc(SCC(=O)N3CCOCC3)nc21	4
82	O=C(OC(C(=O)NCc1cccs1)c1ccccn1)c1cccs1 (stereo unspecified)	-1
83	O=C(CSc1nc2ccc(N3CCOCC3)cc2c(=O)n1Cc1ccc2c(c1)OCO2)c1ccccc1	-25
84	COc1cccc(C2C(C(=O)Nc3nc4ccccc4s3)=C(C)NC3=C2C(=O)CCC3)c1 (stereo unspecified)	-4
85	CC(O)CNc1ncnc2c1c(-c1ccccc1)cn2-c1ccc(Br)cc1 (stereo unspecified)	-4
86	Cc1nc(N2CCCCC2C)c2c(C)c(C(=O)Nc3ccc(C)c(F)c3)sc2n1 (stereo unspecified)	-9
87	Cc1ccc(NC(=O)c2cn(C)c(=O)c3c2c2ccccc2n3C)cc1F	1
88	Cc1cc(N2C(=O)c3ccc(C(=O)NCCc4ccccc4)cc3C2=O)no1	-5
89	Cc1ccc(Cn2c(SCC(=O)Nc3cccc(C)n3)nc3c2c(=O)n(C)c(=O)n3C)cc1	-12
90	C1=CCC(CN2CCN(Cc3ccccn3)CC2)CC1 (stereo unspecified)	18
91	COc1ccc(CN2CCCC(C(=O)N(C)Cc3ccccc3)C2)cc1OC (stereo unspecified)	2
92	Cn1c(=O)n(-c2cccc(Cl)c2)c(=O)n1C	7
93	O=C(c1ccccc1)c1ccc(N2C(=O)c3ccc(Cl)cc3C2=O)cc1	-9
94	O=C(Nc1ccc(F)cc1Cl)c1ccc2c(=O)n3c(nc2c1)CCCCC3	-7
95	C=CCOc1cccc(C2/C(=C(/O)c3ccc(Cl)cc3)C(=O)C(=O)N2CCN2CCOCC2)c1 (stereo unspecified)	0
96	COc1ccc2cc3c(N)c(C(=O)NCc4ccco4)sc3nc2c1	-12
97	Cc1noc(/C=C/c2ccco2)c1S(=O)(=O)N1CCC(C(=O)N2CCc3ccccc3C2)CC1	-42
98	CN(C)S(=O)(=O)c1ccc(C(=O)N2CCCC2c2nc3ccccc3s2)cc1 (stereo unspecified)	4
99	O=C(CSc1nc2c([nH]c3ccccc32)c(=O)n1-c1cccc(Cl)c1)N1CCOCC1	-3&-5
100	O=C(Nc1c2c(nn1-c1ccc(F)cc1)CSC2)c1cc2ccccc2oc1=O	-2

The last 3 entries of the part above lead into the next:
cpd	canonical_smiles	14-3-3 PPI
98	CN(C)S(=O)(=O)c1ccc(C(=O)N2CCCC2c2nc3ccccc3s2)cc1 (stereo unspecified)	4
99	O=C(CSc1nc2c([nH]c3ccccc32)c(=O)n1-c1cccc(Cl)c1)N1CCOCC1	-3&-5
100	O=C(Nc1c2c(nn1-c1ccc(F)cc1)CSC2)c1cc2ccccc2oc1=O	-2
101	CC(C)c1ccc(Nc2c(-c3ccc(N(C)C)cc3)nc3cnccn23)cc1	-13
102	COc1ccccc1C1CC(c2c(-c3ccccc3)c3cc(Br)ccc3[nH]c2=O)=NN1C(=O)CCC(=O)O (stereo unspecified)	15
103	O=C(NC1CCCCC1)c1ccc(S(=O)(=O)NCc2ccco2)cc1	-6
104	Cc1cccc2[nH]c(-c3ccc(NC(=O)c4ccco4)cc3)nc12	-49
105	O=C(c1cccc(NS(=O)(=O)c2ccc(Cl)cc2)c1)N1CCCCC1	2
106	COc1ccc(-n2nc([N+](=O)[O-])c(=Nc3cccc(OC)c3)n2O)cc1	0
107	O=C1CSc2ccc(C(=O)NCc3ccccc3)cc2N1	-7
108	O=c1oc2ccccc2c2c1nnn2CCO	4
109	CC1CC(C)(C)NC(=S)N1CCCC(=O)NCCc1ccc(Cl)cc1 (stereo unspecified)	-13
110	CCOc1ccc(Nc2cc(C(=O)NCc3ccc(Cl)cc3)c3ccccc3n2)cc1	-76
111	O=C(Nc1ccc(NC(=O)c2cccs2)cc1)c1ccc2ccccc2c1	-15
112	CCCC(=O)NC(C)C(c1cccs1)N1CCN(C)CC1 (stereo unspecified)	-2
113	Fc1ccc(Nc2nc(NCc3ccccc3)c3ccccc3n2)cc1	-4
114	COc1cc(NC(=O)CS(=O)(=O)c2ccc(C)cc2)cc(OC)c1OC	2
115	O=C1Nc2ccc(Br)cc2C(O)(C(=O)NCCN2CCOCC2)N1c1ccc(Cl)cc1 (stereo unspecified)	-1
116	CCN1CCN(Cc2ccc(NC(=O)Nc3ccc(OC)cc3)cc2)CC1	-4
117	Cc1ccc(-n2cc(-c3ccc4c(c3)OCO4)[nH]c2=O)cc1F	-14
118	N#Cc1c(-c2ccccc2)cc(-c2ccc(Cl)cc2)c(C#N)c1N	1
119	Cc1nc2cc(C(=O)NCCN3CCOCC3)ccc2n1-c1ccc(F)cc1F	-109
120	CC(C)(C)NCc1cc2ccccc2[nH]c1=O	1
121	CCC1C(=O)N=C(SCC(=O)Nc2ccc(S(N)(=O)=O)cc2)N(c2ccccc2)C1=O (stereo unspecified)	-31
122	Cc1ccc(Nc2cc(C(=O)O)c3ccccc3n2)cc1C	-9
123	O=C(NC1CCCC1)C1c2ccccc2C(=O)N1CCc1ccccc1 (stereo unspecified)	-4
124	C=CCN1C(=O)OC(C)(C)C1(C)O (stereo unspecified)	-5
125	CCOC(=O)c1cccc(NC(=O)c2cnc3ccccc3n2)c1	-5
126	CCOC(=O)C1=C(C)NC2=C(C(=O)CC(c3cccs3)C2)C1c1ccccc1OC (stereo unspecified)	3
127	O=C(O)c1ccc2[nH]c3c(c2c1)CSCC3	-3
128	O=C(CN1C(=O)CSc2ccc(S(=O)(=O)N3CCCCC3)cc21)NCCc1ccc(Cl)cc1	-15
